TEAD-YAP inh – TEAD-YAP interaction inhibition, primary screen, TEAD-YAP interaction inhibitor project, luminescence, HEK-TIYL cells | TEAD-Gal4/YAP UAS-luciferase luminescence | inhibition, % at 9.12 µM | 640,000 compounds, 1.4% hits | AID 1259422, 2018; in the data active = inhibition above about 32%;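 note: 0% = median of test compound wells and 100% = reference inhibitor wells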
GPR151 ag – activators of human GPR151, primary screen, cell-based, PathHunter beta-arrestin, luminescence; G-protein coupled receptor 151 (Homo sapiens), Q8TDV0; PathHunter beta-arrestin GPR151 cells; activation, % at 11.2 µM; 650,000 compounds, 1% hits; AID 1508602, 2020; in the data active = activation above about 4.9%;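 note: 0% = median of compound wells and 100% = cells with positive control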
Target sequence (Q8TDV0 whole entry, looked up): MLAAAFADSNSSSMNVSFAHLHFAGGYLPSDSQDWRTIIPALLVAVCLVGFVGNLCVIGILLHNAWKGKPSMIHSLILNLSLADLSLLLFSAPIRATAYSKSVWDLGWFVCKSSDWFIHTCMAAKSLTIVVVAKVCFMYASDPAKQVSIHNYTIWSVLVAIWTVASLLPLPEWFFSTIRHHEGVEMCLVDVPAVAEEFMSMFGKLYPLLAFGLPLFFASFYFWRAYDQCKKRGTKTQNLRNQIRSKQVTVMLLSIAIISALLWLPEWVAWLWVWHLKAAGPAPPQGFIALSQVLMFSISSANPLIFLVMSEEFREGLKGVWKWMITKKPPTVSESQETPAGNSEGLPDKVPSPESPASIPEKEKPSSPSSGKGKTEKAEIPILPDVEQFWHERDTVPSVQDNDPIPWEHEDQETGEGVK
MITF primary – MITF inhibitors, primary screen, biochemical, AlphaScreen, human; inhibition, % at 2.6 µM; 650,000 compounds, 0.91% hits; AlphaScreen MITF homodimerization, bead proximity signal; AID 1259374, 2018; Microphthalmia-associated transcription factor (Homo sapiens), O75030; in the data active = inhibition above about 50%;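 note: 0% = vehicle wells with protein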
Target sequence (O75030 whole entry, looked up): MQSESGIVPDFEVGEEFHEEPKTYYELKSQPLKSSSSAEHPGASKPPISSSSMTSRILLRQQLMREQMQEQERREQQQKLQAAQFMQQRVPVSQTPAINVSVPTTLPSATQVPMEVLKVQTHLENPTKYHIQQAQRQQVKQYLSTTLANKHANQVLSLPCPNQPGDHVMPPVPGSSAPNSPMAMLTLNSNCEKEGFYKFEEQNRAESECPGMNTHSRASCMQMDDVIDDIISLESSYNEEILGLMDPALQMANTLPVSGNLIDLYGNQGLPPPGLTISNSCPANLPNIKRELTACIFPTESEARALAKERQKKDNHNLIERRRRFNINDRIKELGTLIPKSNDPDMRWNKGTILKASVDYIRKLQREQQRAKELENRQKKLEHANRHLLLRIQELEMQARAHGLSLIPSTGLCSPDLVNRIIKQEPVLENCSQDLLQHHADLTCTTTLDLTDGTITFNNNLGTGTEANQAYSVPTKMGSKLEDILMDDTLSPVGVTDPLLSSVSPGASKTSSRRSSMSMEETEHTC
FBW7 activator – FBW7 E3 ligase activators, primary screen, biochemical, AlphaScreen, human | F-box/WD repeat-containing protein 7 (Homo sapiens), Q969H0 | AlphaScreen FBW7–phospho-cyclin E peptide binding, activator screen | normalized activity (activation), % at 26.1 µM | 650,000 compounds, 0.13% hits | AID 1259310, 2017; in the data active = normalized activity above about 1.9%;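 note: purified mutant Fbw7 with reduced substrate affinity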
* = called active by the depositor.

canonical_smiles	TEAD-YAP inh	GPR151 ag	MITF primary	FBW7 activator
O=C1c2ccccc2NC(c2ccccc2Cl)N1c1ccc(F)cc1 (centres undefined)	-7.4	-0.3	3.5	-0.1
COc1ccc(C2SCCN2S(=O)(=O)c2ccc(I)cc2)cc1OC (centres undefined)	3.9	-1.0	2.5	0.0
CCn1c2ccccc2c2nnc(N/N=C/c3cc(O)ccc3O)nc21	14.7	0.6	12.2	0.1
CCOC(=O)C1=C(c2ccccc2)NC(=O)NC1c1ccccc1OCC (centres undefined)	-8.0	-1.2	-9.8	0.0
COc1ccc(OC)c(-c2csc(=Nc3cccnc3)n2C2CCCC2)c1	-10.8	4.3	11.4	-0.2
CCCOC(=O)CSC1=C(C#N)C(c2ccccc2C)C(C#N)C(=O)N1 (centres undefined)	9.3	0.8	14.2	0.5
COc1ccc(C(=O)NC(C(=O)OCc2ccc([N+](=O)[O-])cc2)C(C)C)cc1OC (centres undefined)	7.4	-0.3	6.7	0.3
Cc1ccc(C(=O)N/C(=C\c2cccs2)C(=O)NCCCN2CCOCC2)cc1C	4.7	-0.6	-1.3	0.3
CCOC(=O)C1=C(C)N(c2ccc(C)cc2)C(=O)/C1=C\c1ccccc1Cl	-1.8	1.2	4.2	-0.1
COc1ccc(CCN2C(=O)c3ccc(Oc4ccc([N+](=O)[O-])cc4)cc3C2=O)cc1OC	9.3	-0.3	-19.6	0.0
Cc1cc(=O)n2ccccc2n1	-16.2	0.1	-6.3	0.0
O=C(COC(=O)c1ccco1)NCCc1ccccc1	-4.2	0.1	16.7	0.1
Cc1nc(NC(=O)CSc2nnc(-c3ccccc3N)n2C)sc1C	6.6	0.5	-1.1	-0.2
COc1ccc(NC(=O)NNC(=O)CCC(=O)Nc2ccccc2Cl)cc1	-17.9	-0.3	12.0	0.9
Cc1nc2sccn2c(=O)c1NC(=O)c1ccc(F)c(F)c1	1.4	1.1	2.0	-0.1
O=C1C(c2ccc(F)cc2)N(C2CCCC2)C(=O)CN1C1CCCC1 (centres undefined)	1.6	2.7	1.8	0.0
COc1ccc(Cl)cc1Nc1nc(-c2sc(NC(=O)c3ccccc3)nc2C)cs1	1.3	-0.9	4.5	-0.1
COc1cc(C=Nc2cccc(C(N)=O)c2)ccc1O	-6.2	-0.8	6.5	0.0
Cc1ccccc1SCC(=O)NNC(=O)C12CC3CC(CC(C3)C1)C2	6.5	-0.9	0.5	-0.1
NS(=O)(=O)c1ccc(CNc2nc(-c3cccnc3)nc3ccccc23)cc1	-7.3	0.5	-16.5	-0.1
COc1ccc(C2/C(=C(/O)c3ccccc3)C(=O)C(=O)N2CCO)cc1OC (centres undefined)	-7.1	-0.1	0.5	0.1
O=C1OC(c2ccccc2F)=N/C1=C\C=C\c1ccc([N+](=O)[O-])cc1	-2.1	1.7	-149.9	0.5
CCOc1cc(-c2nc3sc4c(c3c(=O)[nH]2)CCCC4)cc(Cl)c1OCc1ccccc1F	0.2	-0.4	-7.7	0.0
CCN1CCN(C(=O)CN(c2cc(Cl)cc(Cl)c2)S(C)(=O)=O)CC1	1.8	-0.8	10.1	-0.1
CC(=O)NC(CC(C)C)c1nnc2n1CCN(Cc1ccc(-c3ccco3)cc1)CC2 (centres undefined)	4.1	2.0	18.9	-0.2
COc1ccc(-c2nc(C)cc(NC3CC3)n2)cn1	-51.7	-0.1	11.2	0.5
COc1cc(OC)cc(-c2nnc(SCC(=O)Nc3ccc([N+](=O)[O-])cc3OC)o2)c1	6.2	0.6	-3.5	0.3
COc1ccc2c(CC(=O)OCC(=O)Nc3cc(C)on3)coc2c1	-1.8	-1.2	11.6	0.1
CCOC(=O)c1ccc2[nH]c3c(c2c1)CCCC3	-33.0	-0.1	7.5	-0.2
CN(C)c1ccc(NC(=O)CCN2C(=O)c3ccccc3C2=O)cc1	0.0	-1.1	0.3	-0.3
COc1ccc(/C=C2/N=C(c3ccc(OC)c(Br)c3)OC2=O)cc1	-0.6	1.0	9.5	0.2
O=C(Nc1cccc(Cl)c1)N(Cc1nnc2n1CCCCC2)c1ccc(Br)cc1	12.4	-0.7	5.6	0.0
CCOc1ccccc1NC(=O)c1cc(S(=O)(=O)NCCc2ccc(Cl)cc2)ccc1F	7.0	0.5	19.1	0.0
CC1CCCC(NC(=O)c2ccc(N3CCCC3=O)cc2)C1C (centres undefined)	-10.9	0.1	-4.5	0.2
COc1ccc(C)cc1NC(=S)NNC(=O)Cc1ccc([N+](=O)[O-])cc1	-3.2	0.1	-5.6	-0.1
O=C(NN1C(=O)c2ccccc2C1=O)c1ccc(Cl)c(Cl)c1	-12.3	0.1	1.9	0.1
O=C(CCCn1c(=S)[nH]c2ccccc2c1=O)Nc1cccc2c1CCCC2	-5.4	5.5*	1.4	0.1
O=C(c1cccc(C(=O)N(Cc2ccccc2)c2ccccn2)c1)N(Cc1ccccc1)c1ccccn1	-1.8	0.3	-0.4	0.0
CC1=NNC(=O)C1CC(=O)N/N=C/c1ccc(F)cc1 (centres undefined)	-8.6	-0.4	-0.7	0.1
CCc1ccc(NC(=O)Nc2nnc(N3CCCCCC3)s2)cc1	-7.1	0.2	10.1	1.0
COc1cc(/C=C/C(=O)O)ccc1S(=O)(=O)N1CCCc2ccccc21	13.3	0.5	13.0	0.2
COCCCNC(=O)c1sc2ncnc(N3CCN(c4ccccc4OC)CC3)c2c1C	11.4	-0.6	6.2	0.0
CN(C)NC(=O)C12CCC(C)(C(=O)C1Br)C2(C)C (centres undefined)	16.0	-0.3	-16.9	0.2
COc1cccc(/C=N/NC(=O)c2cc(-c3ccc(C)o3)[nH]n2)c1O	22.0	-0.8	40.6	0.4
Cc1cc(C)c(CN2CCC3(CCC(CNC(=O)c4cccnc4)O3)CC2)cc1C (centres undefined)	-2.4	-0.1	0.0	-0.1
O=C(CNC(=O)c1ccccc1F)NNC(=O)Cn1c(C(F)(F)F)nc2ccccc21	13.3	-0.2	-1.1	-0.1
Cc1ccc(-c2cc(C(=O)OCC(=O)c3ccccc3)c3cc(C)ccc3n2)cc1	4.4	-0.1	-5.6	-0.1
COc1cc(/C=N/O)ccc1OCc1cccc(C(=O)O)c1	93.8*	-9.1	0.3	0.0
CCC1(CC)NC(=O)N(CC(=O)OCn2nnc3ccccc3c2=O)C1=O	-4.7	0.4	-3.9	0.0
COc1ccc([C@@H]2C(C#N)=C(N)S[C@H]2C(=O)c2ccc(C)cc2)cc1	7.3	0.5	6.4	0.0

(list continues)
canonical_smiles	TEAD-YAP inh	GPR151 ag	MITF primary	FBW7 activator
O=C(Cn1ccnc1)c1ccc(Cl)cc1Cl	-1.1	0.5	-1.5	-0.1
CN(Cc1ccccc1)C(=O)c1cc2nc(-c3ccccc3)cc(-c3ccccc3)n2n1	-19.2	-1.4	-5.4	0.7
COc1ccc(/C=N/NC(=O)CNC(=O)c2ccc(Cl)cc2)cc1[N+](=O)[O-]	5.9	-0.5	16.2	0.4
CC1=C(C(=O)OC2CCCC(C)C2)C(c2ccccc2Cl)NC(=O)N1C (centres undefined)	15.7	1.6	-6.3	-0.1
COc1ccc2cc(C(=O)C3CCCN(C(=O)CCc4c(C)n[nH]c4C)C3)ccc2c1 (centres undefined)	5.2	0.0	11.9	-0.1
O=C(Nc1ccc(O)cc1)c1ccc(Br)o1	-9.9	-1.4	-4.3	0.0
CN(C)c1oc(-c2ccc(COc3ccccc3)o2)nc1C#N	-15.8	0.3	-11.6	-0.4
C[C@@H]1NC(=O)[C@H]2CN(C(=O)c3cc(F)cc(F)c3)CCN2C1=O	-10.7	0.6	-6.4	0.1
CCNC(=O)C(=O)NCc1ccccc1C	-6.2	-1.1	2.1	0.0
COCC1CCCN(CC(=O)Nc2nnc(C)s2)C1 (centres undefined)	13.0	1.7	44.4	0.3
Cc1nn(C)c(C)c1-c1nc(NCc2ccccc2)c2[nH]cnc2n1	-4.0	-0.2	9.1	-0.1
O=C(Nc1nnc(COc2ccc(F)cc2)s1)c1cccc2ccccc12	3.5	-0.6	-6.8	0.1
CC(C)(C)n1nc2c(c1NC(=O)C1(c3ccc(Cl)cc3)CCCC1)CS(=O)C2 (centres undefined)	2.1	-0.7	17.7	0.2
Cc1ccccc1NC1=CC(=O)CC(C)(C)C1	-1.1	0.6	11.0	-0.3
CCCCCC(=O)N1CCN(c2ccc(C(C)=O)cc2F)CC1	-9.4	0.0	-2.5	0.0
Cc1ccn2c(=O)c(C(=O)Nc3cccc(Cl)c3C)cnc2c1	-36.1	0.7	0.6	0.1
CCN(CC)C(=O)Nc1cc(OC)c(Cl)cc1OC	8.1	-0.4	13.5	0.1
CCCCOC(=O)c1ccc(NC(=O)COc2ccc(Cl)cc2)cc1	-4.6	0.4	-7.5	0.0
O=S(=O)(/C=C/c1ccccc1)N1CCN(Cn2c(NCCO)nc3ccccc32)CC1	3.6	1.7	-4.4	0.1
Cc1ccc(NC(=O)C23CC4CC(C2)CC(n2cncn2)(C4)C3)cc1Cl	5.6	1.7	1.1	0.0
COc1cc(C2C3=C(CCCC3=O)Nc3nc(SC(C)C)[nH]c(=O)c32)ccc1O (centres undefined)	5.5	-1.1	-2.1	0.5
COCCNc1oc(-c2ccc(Cl)cc2)nc1C#N	-77.4	0.7	3.2	-0.1
Cc1cc(NC(=O)/C=C/c2ccccc2Cl)on1	-39.0	0.5	-5.7	0.1
CCOc1ccc(C(=O)Cc2cc3ccccc3oc2=O)cc1	-30.8	1.6	6.5	0.2
CCN(c1ccccc1)S(=O)(=O)c1ccc(F)c(C(=O)Nc2c(C)cc(C)cc2C)c1	-4.5	-1.6	17.3	0.2
CCN1C(=O)S/C(=C/c2ccc(Cl)c(Cl)c2)C1=O	-2.0	1.2	-9.0	0.1
COc1ccc(C2/C(=C(\O)c3ccccc3)C(=O)C(=O)N2c2ccc(O)cc2)cc1 (centres undefined)	5.1	-0.6	-0.4	-0.1
CCOC(=O)c1c(C)n(-c2ccccc2)c2ccc(OC(=O)c3ccc(S(=O)(=O)N(C)C)cc3)cc12	0.9	-0.2	7.9	0.0
O=C(O)c1ccc(Cn2cnc([N+](=O)[O-])n2)cc1	4.0	0.1	-2.9	-0.1
O=C(NC1CC2CCC1C2)c1cccc([N+](=O)[O-])c1 (centres undefined)	-2.8	-0.5	-7.6	0.0
CSCCC(NS(=O)(=O)c1ccc(Cl)c(Cl)c1)C(=O)O (centres undefined)	-2.9	0.8	0.1	0.1

Part of the list above in order of heavy-atom count, smallest number first:
canonical_smiles	TEAD-YAP inh	GPR151 ag	MITF primary	FBW7 activator
Cc1ccccc1NC1=CC(=O)CC(C)(C)C1	-1.1	0.6	11.0	-0.3
O=C(O)c1ccc(Cn2cnc([N+](=O)[O-])n2)cc1	4.0	0.1	-2.9	-0.1
COCCNc1oc(-c2ccc(Cl)cc2)nc1C#N	-77.4	0.7	3.2	-0.1
CSCCC(NS(=O)(=O)c1ccc(Cl)c(Cl)c1)C(=O)O (centres undefined)	-2.9	0.8	0.1	0.1
Cc1ccn2c(=O)c(C(=O)Nc3cccc(Cl)c3C)cnc2c1	-36.1	0.7	0.6	0.1
CCCCOC(=O)c1ccc(NC(=O)COc2ccc(Cl)cc2)cc1	-4.6	0.4	-7.5	0.0
Cc1ccc(NC(=O)C23CC4CC(C2)CC(n2cncn2)(C4)C3)cc1Cl	5.6	1.7	1.1	0.0
O=C(Nc1nnc(COc2ccc(F)cc2)s1)c1cccc2ccccc12	3.5	-0.6	-6.8	0.1
CC(C)(C)n1nc2c(c1NC(=O)C1(c3ccc(Cl)cc3)CCCC1)CS(=O)C2 (centres undefined)	2.1	-0.7	17.7	0.2
COc1cc(C2C3=C(CCCC3=O)Nc3nc(SC(C)C)[nH]c(=O)c32)ccc1O (centres undefined)	5.5	-1.1	-2.1	0.5
COc1ccc(C2/C(=C(\O)c3ccccc3)C(=O)C(=O)N2c2ccc(O)cc2)cc1 (centres undefined)	5.1	-0.6	-0.4	-0.1
O=S(=O)(/C=C/c1ccccc1)N1CCN(Cn2c(NCCO)nc3ccccc32)CC1	3.6	1.7	-4.4	0.1
CCOC(=O)c1c(C)n(-c2ccccc2)c2ccc(OC(=O)c3ccc(S(=O)(=O)N(C)C)cc3)cc12	0.9	-0.2	7.9	0.0
